ARFGAP1 inhibitor – inhibitors of rat ARFGAP1 | Q62848 | Arfgap1-stimulated ARF1 GTP hydrolysis, GDP FP detection | inhibition, % at 16.5 µM | 360,000 tested, 0.26% active | AID 651572;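 active means inhibition above a per-plate limit, mean inhibition of low control wells plus 3 SD, cut at about 25% in these data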;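 further: 0% = DMSO wells with enzyme and 100% = wells lacking Arfgap1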
Target sequence (Q62848 1-136 limits assumed): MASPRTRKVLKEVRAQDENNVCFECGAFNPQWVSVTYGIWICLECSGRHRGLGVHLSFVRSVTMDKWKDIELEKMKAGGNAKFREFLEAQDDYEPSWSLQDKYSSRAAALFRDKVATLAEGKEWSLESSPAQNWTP
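System: truncated rat Arfgap1 GAP domain / Benchmarks: high control wells lacking Arfgap1, low control full reaction with DMSO / Times: compound-enzyme preincubation 20 min, reaction 120 min, detection 60 min, 25 °C / Repeats: one replicate per compound / Also added: human ARF1(Δ1-17)-GTP substrate / Measured by: Tracer-displacement fluorescence polarization with EDTA stop, 620/688 nm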
ASAP1 inh – ASAP1 ArfGAP inhibition; ASAP1-stimulated ARF1 GTP hydrolysis, GDP FP detection; inhibition, % at 16.5 µM; 360,000 tested, 0.19% active; Q9ULH1; in the data active means inhibition above about 25%;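 further: 0% = vehicle with enzyme and substrate and 100% = no enzyme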
ADAM10 inh – inhibitors of human ADAM10; O14672; recombinant ADAM10, EDANS/DABCYL FRET peptide cleavage, 3 h; inhibition, % at 7 µM; 370,000 tested, 0.62% active;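 active means inhibition above a per-campaign cutoff equal to the mean of compounds falling between control-based bounds plus 3 SD, cut at about 20% in these data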;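 further: 0% = DMSO wells while the 100% control is not disclosed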
DDE Tn7 FP inh – inhibitors of Tn7 peptide binding to human fibrin DD(E); P02675; FP displacement of FITC-Tn7 peptide from fibrin DD(E); 0% = median of compound wells per plate; inhibition, % at 8.3 µM; 370,000 tested, 0.13% active; AID 720508;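 active means inhibition above the mean of compounds falling within the control limits plus 3 SD of them, cut at about 14% in these data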;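 further: 0% = plate median of compound wells and 100% = 10 µM Aha-Tn7 peptide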
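Assay system: Fibrin-DD(E) protein isolated from polymerized human fibrin clots; read-out basis: percent inhibition; medium: Tris/NaCl/CaCl2 buffer, pH 7.8; signal: FP measurement; incubation: 10 min plus 3 h, room temperature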
LEDGF integ inh – blocks HIV-1 LEDGF/p75-dependent DNA integration; TR-FRET IN-LEDGF/p75 DNA integration, Eu/Cy5; inhibition, % at 3.7 µM; 370,000 tested, 0.64% active;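 active means inhibition above the screen-wide mean plus 3 SD, cut at about 13% in these data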;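 further: signal is the Cy5 over europium emission ratio at 671 and 618 nm; 0% = plate median of compound wells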
ADAM17 inh – ADAM17 inhibition, QFRET primary screen | AID 720648 | recombinant ADAM17, EDANS/DABCYL FRET peptide cleavage | inhibition, % at 6.95 µM | 370,000 tested, 0.83% active;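 active means inhibition above the mean of compounds lying between control limits plus 3 SD, set per campaign, cut at about 8.5% in these data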;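 further: 0% = DMSO-only wells as the low control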
Target sequence (P78536 215-824 limits assumed): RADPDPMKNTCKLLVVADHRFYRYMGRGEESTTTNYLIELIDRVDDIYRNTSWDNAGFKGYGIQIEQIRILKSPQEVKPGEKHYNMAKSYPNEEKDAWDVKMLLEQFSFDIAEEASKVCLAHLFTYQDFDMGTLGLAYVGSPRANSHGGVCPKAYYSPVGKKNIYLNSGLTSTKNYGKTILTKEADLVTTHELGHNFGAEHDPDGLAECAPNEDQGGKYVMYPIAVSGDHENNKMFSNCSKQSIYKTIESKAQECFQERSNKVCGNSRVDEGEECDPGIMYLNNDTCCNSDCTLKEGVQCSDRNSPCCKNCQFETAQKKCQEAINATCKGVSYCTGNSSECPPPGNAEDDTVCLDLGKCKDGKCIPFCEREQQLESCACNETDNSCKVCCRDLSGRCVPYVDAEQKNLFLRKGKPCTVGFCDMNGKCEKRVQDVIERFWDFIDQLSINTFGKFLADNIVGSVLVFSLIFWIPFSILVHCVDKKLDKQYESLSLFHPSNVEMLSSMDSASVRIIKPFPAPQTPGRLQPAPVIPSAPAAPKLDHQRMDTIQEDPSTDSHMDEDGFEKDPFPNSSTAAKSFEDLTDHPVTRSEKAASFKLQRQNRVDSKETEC
KLK7 zymogen act – activators of human kallikrein-7 zymogen; activation, % at 7 µM; purified proKLK7, EDANS-DABCYL substrate fluorescence; 100% is mature enzyme control, 0% vehicle; P49862; 370,000 tested, 0.9% active;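 active means activation above the mean of all tested compounds plus 3 SD, computed per campaign excluding outliers beyond control limits, cut at about 13% in these data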
Target sequence (P49862 whole entry, looked up): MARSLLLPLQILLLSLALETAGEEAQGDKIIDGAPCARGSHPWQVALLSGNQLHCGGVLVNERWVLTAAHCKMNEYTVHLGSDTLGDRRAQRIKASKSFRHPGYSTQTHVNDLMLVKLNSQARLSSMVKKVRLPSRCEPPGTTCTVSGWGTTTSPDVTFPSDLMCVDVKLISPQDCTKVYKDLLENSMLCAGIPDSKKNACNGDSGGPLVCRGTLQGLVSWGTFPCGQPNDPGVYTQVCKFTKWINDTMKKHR
TDP2 inh – TDP2 (human) inhibition, absorbance primary screen; O95551; inhibition, % at 12.8 µM; recombinant TDP2, T5PNP hydrolysis, p-nitrophenol absorbance 415 nm; 370,000 tested, 0.34% active;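 active means inhibition above the mean of all tested compounds plus 3 SD, set per campaign, cut at about 25% in these data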;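 further: 0% = DMSO with enzyme and 100% = buffer with substrate but no TDP2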
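Assay system: recombinant human TDP2 / Reagent: T5PNP substrate at 5 mM, a TopII-DNA adduct mimic / Measured by: epi absorbance from released p-nitrophenol / Evaluation: % inhibition relative to enzyme-containing and enzyme-free wells / Control set: enzyme-free and DMSO wells / Replicates: each compound tested once, singlicate / Schedule: enzyme reaction with compound for 2 h at 37 °C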
PLC-gamma1 inh – blocks human PLC-gamma1 enzyme activity; purified PLC-gamma1, fluorogenic substrate, fluorescence; 370,000 tested, 0.84% active; inhibition, % at 12.2 µM; in the data active means inhibition above about 9.5%
DDE Tn6 FP inh – DD(E)-Tn6 binding inhibition, primary FP screen; P02675; 370,000 tested, 0.21% active; inhibition, % at 8.3 µM; Fibrin DD(E) TRITC-Tn6 fluorescence polarization displacement;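 active means inhibition above a per-campaign cutoff: mean of compounds within control limits plus 3 SD, cut at about 15% in these data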;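 further: 0% = median of all compound wells on the plate and 100% = blocking peptide control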
* hit, by the source's call.

SMILES | ARFGAP1 inhibitor | ASAP1 inh | ADAM10 inh | DDE Tn7 FP inh | LEDGF integ inh | ADAM17 inh | KLK7 zymogen act | TDP2 inh | PLC-gamma1 inh | DDE Tn6 FP inh
C=CCSc1nc2ccccc2n1S(=O)(=O)c1ccc(C)cc1 | -3 | 2 | 0 | -7 | 2 | 0 | 0.3 | 5 | 4 | 5
Cc1ccc(-c2nc(CC(=O)Nc3cccc(S(=O)(=O)NC4=NCCC4)c3)cs2)cc1 | 2 | 9 | -11 | -2 | -2 | -3 | 0.1 | 8 | -1 | -2
CSc1nc(C)cc(OCNC(=O)c2cccs2)n1 | -5 | -10 | 3 | -9 | 5 | 2 | 0.1 | -2 | 5 | 3
O=C(CCc1nnc2ccc(NCc3ccco3)nn12)Nc1ccccn1 | 20 | -12 | -14 | -1 | 6 | 5 | 0.5 | 1 | -8 | -13
COc1cccc(OCC(O)CNC(=O)c2oc3c(C)c(C)ccc3c2C)c1 (configuration not stated) | -4 | 9 | 15 | -3 | 0 | 5 | 0.4 | -8 | 0 | -4
CCc1cccc(CC)c1NC(=O)COC(=O)CC1c2ccccc2CCN1S(=O)(=O)c1ccc(F)cc1 (configuration not stated) | 1 | -17 | 23* | -6 | -1 | 14* | 0.9 | -19 | 8 | -2
CCOc1cc(/C=N/NC(=O)c2cc(C3CC3)[nH]n2)ccc1O | 3 | 19 | -3 | -5 | 0 | 0 | -0.1 | -9 | -8 | -12
CCOC(=O)C1CCCN(C/C=C/c2ccccc2[N+](=O)[O-])C1 (configuration not stated) | 0 | 10 | 2 | 4 | -1 | -1 | 1.2 | 16 | 1 | 0
CCOC(=O)Cc1nc2ccccc2[nH]1 | -12 | 14 | -359 | -5 | 6 | -123 | 0.8 | -12 | -181 | 2
Cc1cc2c(cc(C(=O)OC(C(=O)NCC3CCCO3)C(C)C)n2C)o1 (configuration not stated) | 1 | -6 | 6 | 3 | -2 | -1 | -0.1 | 8 | -1 | 1
CC(C)c1ccc(CN(C(=O)c2cccs2)C2CCS(=O)(=O)C2)cc1 (configuration not stated) | 11 | -6 | 3 | 3 | 1 | -1 | 0.8 | 1 | 0 | 6
Cc1ccc(CNC(=O)c2ccc(N3CCC4(CC3)CC(c3cccc(Br)c3)=NO4)c(NC(=O)c3ccco3)c2)cc1 | -9 | 0 | -4 | 6 | -2 | 1 | -2.3 | -3 | -10 | 6
COC(=O)N/N=C/c1ccccc1 | -1 | -11 | 3 | -11 | 0 | -2 | -0.1 | 5 | 0 | -9
CC(CC(=O)Nc1ccc2c(c1)c(=O)n(C)n2-c1cccs1)c1ccccc1 (configuration not stated) | 4 | -1 | -21 | 2 | 0 | -4 | -0.5 | -1 | -19 | -2
Cc1nc(NC(=O)c2ccc(OCC(C)C)cc2)sc1Cc1ccc2c(c1)OCO2 | 5 | 3 | -3 | 0 | -3 | 2 | -1.6 | -11 | -8 | 13
CC1CCCC(NC(=O)COC(=O)c2ccccc2[N+](=O)[O-])C1C (configuration not stated) | 2 | -1 | 2 | -2 | 7 | 0 | -0.1 | -3 | 6 | -7
CC(=O)NC(c1cccc(F)c1)c1nc(-c2ccccc2C)cs1 (configuration not stated) | -3 | 5 | 0 | -3 | 3 | 2 | -0.3 | -3 | 3 | -2
COC(=O)c1ccc(NC(=O)c2cc(Cl)ccc2OC)cc1 | 0 | -4 | 3 | 0 | -1 | -1 | 0.0 | 18 | 1 | 0
Cc1ccc(OCCNC(=O)c2cc(C3CC3)nc3c2cnn3C(C)C)cc1 | 11 | 3 | -25 | -4 | -3 | 0 | -0.7 | -1 | -8 | 8
O=C(Nc1ccc2c(c1)OCO2)C1(S(=O)(=O)c2ccc(Cl)cc2)CC1 | 1 | 0 | 0 | -5 | 3 | 2 | -0.1 | -14 | 3 | -6
CC(C)(C)c1ccc(C(=O)Nc2nnc(SCC(=O)NCC3CCCO3)s2)cc1 (configuration not stated) | 4 | -18 | 10 | 10 | 1 | -2 | 0.2 | -4 | -2 | 2
C[C@@H](CSc1ccccc1)CN1CC[C@H](O)CCC1=O | 2 | -9 | 6 | -6 | -1 | 0 | 0.0 | -5 | 2 | 0
COC(=O)c1cc(Br)c(=O)n(Cc2ccncc2)c1 | -18 | -18 | 3 | 6 | -1 | -1 | -0.4 | 5 | 0 | 1
Cn1cc(/C=C(\C(=O)O)C(C(=O)O)=C2CCCCC2)c2ccccc21 | 1 | -19 | -9 | 2 | 2 | -4 | -1.2 | -3 | -4 | 0
COc1ccc(CN(C)C(=O)CCNS(=O)(=O)c2ccccc2)c(OC)c1 | -3 | -12 | 5 | -2 | 23* | 0 | 0.3 | 4 | 2 | -6
Cc1nc2c(OCc3cccc(Cl)c3)cccn2c1N(C)Cc1cccs1 | 3 | -4 | -4 | 2 | 0 | 0 | 0.8 | 3 | -9 | 10
CCCCC1=CC2=CC(=O)C(C)(OC(=O)CC)C(=O)C2=CN1CCc1c[nH]c2ccccc12 (configuration not stated) | -5 | -5 | -47 | -5 | 1 | -15 | -1.8 | -2 | -72 | -2
Cn1ncc2nnn(-c3ccccc3)c(=O)c21 | 4 | -5 | -1 | -2 | 0 | -4 | 0.9 | 0 | 0 | 8
C/C(=N\NC1=NCCN1)c1ccc(N)c([N+](=O)[O-])c1 | -8 | -4 | 1 | -3 | -1 | 0 | -0.9 | 5 | 1 | 7
CN(C)S(=O)(=O)N1CCCC(C(=O)c2ccc(C(F)(F)F)cc2)C1 (configuration not stated) | 7 | 8 | -4 | 10 | 1 | -2 | 0.3 | 5 | -3 | 7
COCCN(C(=O)COC(=O)c1ccc(Cl)s1)c1c(N)n(Cc2ccccc2)c(=O)[nH]c1=O | 10 | 2 | -6 | -4 | -4 | -3 | -0.2 | 7 | 4 | 1
COCCNC(=O)c1cc(-c2ccc(-c3ccccc3)cc2)nc2ccccc12 | 6 | -1 | -477 | 3 | -3 | -150 | -0.1 | 7 | -215 | -3
O=C(COC(=O)Cc1cccs1)NCC(=O)Nc1ccc(F)cc1 | 3 | 8 | -7 | 1 | -4 | 3 | 0.2 | 5 | -3 | -3
CCOc1ccc(NS(=O)(=O)c2cc(C(=O)N(CC)CC(=O)NCc3cccs3)ccc2C)cc1 | -8 | 0 | -3 | -3 | 0 | 1 | 0.3 | -2 | -2 | 2
CC1(C)CC(=O)C2=C(C1)Nc1cc(C(=O)c3ccccc3)ccc1NC2c1ccccn1 (configuration not stated) | -4 | -10 | 1 | -5 | 1 | 4 | 1.2 | 1 | -26 | -2
CCOC(=O)c1ccc(NC(=O)CSc2nnc(C3CCCCC3)n2C)cc1 | 6 | 6 | -8 | 3 | -3 | -4 | 0.8 | -6 | -4 | 5
COc1ccc(-c2nc3c4ccccc4ccn3c2CC2CCCCC2)cc1OC | -1 | 0 | -59 | 5 | 2 | -19 | -1.9 | 5 | -23 | 3
O=C(Nc1ccccc1-c1ccccc1)c1cccc(C(F)(F)F)c1 | -6 | -4 | -2 | -1 | -2 | -2 | -0.3 | -9 | -1 | -5
COc1c(OC)c2[nH]c(=O)cc3c4ccccc4n(c1=O)c23 | 0 | -2 | -315 | -4 | 5 | -68 | -7.1 | -7 | -46 | -6
O=C(C[n+]1ccccc1)N/N=C/c1ccc(Br)cc1 | -2 | -6 | -14 | 2 | -3 | -2 | 0.2 | -3 | -1 | 0
CCN(CC)c1ncccc1C(=O)NCc1cccs1 | -4 | 15 | 3 | 2 | -4 | -6 | -0.1 | -4 | 3 | -2
COc1ccccc1S(=O)(=O)N(C)C[C@H]1Oc2cc(Br)ccc2S(=O)(=O)N([C@@H](C)CO)C[C@H]1C | 1 | -10 | 1 | 7 | -3 | 2 | 0.7 | -1 | 0 | 7
COc1cccc(NC(=O)c2sc3ncn(CC(=O)N4CCN(c5ccccn5)CC4)c(=O)c3c2C)c1 | -1 | 1 | 2 | -4 | 5 | -1 | 0.3 | 2 | 4 | 5
COc1ccc(C2CC(c3ccco3)n3ncnc3N2)cc1 (configuration not stated) | -2 | 9 | -137 | 10 | -1 | -37 | 2.3 | -1 | -116 | -5
Cc1ccc(OCC(=O)NCc2cccnc2)cc1 | -8 | 4 | 3 | 0 | -2 | -3 | -0.5 | -7 | -3 | 4
Cn1c(COc2ccccc2)nnc1SCC(=O)Nc1ccc2c(c1)OCO2 | 4 | -14 | 2 | 0 | 1 | -1 | -0.4 | -7 | -1 | -2
CC(NC(=O)c1ccccc1Cl)C1CC2CCC1C2 (configuration not stated) | 4 | -17 | -1 | 3 | -1 | -3 | 0.5 | -10 | 3 | 1
COc1cc(C(O)c2nc(-c3ccc(C)c(C)c3)cs2)ccc1F (configuration not stated) | 12 | 15 | 9 | 3 | -2 | 5 | 0.9 | -1 | 0 | 4
CCCCCN(C(=O)CCCSc1nncs1)c1c(N)n(CCCC)c(=O)[nH]c1=O | 10 | 4 | 3 | -10 | 2 | 0 | -0.1 | 15 | -1 | 1
COc1ccc(N2CCN(c3ccc(NC(=O)C4CCCCC4)cc3C#N)CC2)cc1 | -13 | 0 | 14 | 5 | -3 | 2 | -0.3 | -9 | 1 | -4
CCN(CC)c1ccc(/C=C(/C#N)c2nc3ccccc3[nH]2)c(OC(C)C)c1 | 4 | -1 | -9 | -3 | 0 | -6 | -0.9 | 1 | -74 | 1
CCOc1ccc(NC(=O)CNC(=O)c2cn(-c3ccccc3OC)c(=O)c3ccccc23)cc1 | 12 | 10 | -18 | 6 | -1 | -6 | -0.1 | -2 | -2 | -5
Cc1ccc(Cc2c(-c3ccc(C#N)cc3)nc3ccc(Cl)cn23)cc1 | -13 | -5 | -33 | -3 | 3 | -13 | -1.4 | 7 | -9 | -1
Cc1ccc(NC(=S)NC(CO)C(O)c2ccc([N+](=O)[O-])cc2)cc1 (configuration not stated) | -7 | -18 | 3 | -2 | 2 | 1 | 0.1 | -18 | 2 | 2

Screening results from PubChem.

Compounds were not picked by outcome. About 4.2% of those tested had a hit in this group.
